# Assay outcomes as filed in PubChem BioAssay.
# MEKK2 WT-MEK5: raises or lowers MEK5 binding to wildtype human MEKK2 PB1 domain | bead flow cytometry, Alexa488-MEK5 binding to MEKK2 WT; actives lie on both sides | binding response (% of control), % at 10 µM | 290,000 tested, 1.1% active; in the data active means binding response below about 67% or above about 130%
# CRFBP-R2 block: blocks CRF-induced signaling of the CRF-BP/CRF-R2 complex | 350,000 tested, 0.59% active | HEK293 CRF-R2/CRF-BP, CRF-induced calcium fluorescence | inhibition, % at 11.8 µM | AID 588475;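 active means inhibition of the ligand-induced calcium signal above about 50% at the single tested concentration, limit read from the data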
# FID counter: displaces DNA intercalator in HCV helicase counter-screen; DNA fluorescent intercalator displacement, fluorescence; inhibition, % at 7.9 µM; 290,000 tested, 0.17% active; in the data active means inhibition above about 37%;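 further: 0% = vehicle and 100% = reference compound; higher means more ethidium bromide displaced from hairpin DNA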
# UBC9 SUMO inh: SUMOylation inhibition. P63279. inhibition, % at 35 µM. HTRF SUMOylation assay, SAE1/SAE2 + UBC9, in vitro. 290,000 tested, 0.36% active; in the data active means inhibition above about 50%, passing the limit was not always enough; further: strong numbers were not always called active
# Target sequence (P63279 whole entry, looked up): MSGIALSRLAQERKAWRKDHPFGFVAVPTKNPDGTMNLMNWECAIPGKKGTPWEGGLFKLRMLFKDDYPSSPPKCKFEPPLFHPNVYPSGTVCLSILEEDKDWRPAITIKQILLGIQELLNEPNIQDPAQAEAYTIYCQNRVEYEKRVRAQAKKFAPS
# MEKK2mut PB1 HTS: signal of MEK5 binding to mutant human MEKK2 PB1 domain | bead flow cytometry, Alexa488-MEK5 binding to MEKK2 mutant | percent response, % at 10 µM | 290,000 tested, 0.35% active | AID 1530; in the data active means percent response above about 24%, passing the limit was not always enough; further: inactives centre near 1; some results filed as inactive read as strong as hits
# CRFR2-BP ag: CRF-BP/CRF-R2 complex agonism; activation, % at 13.2 µM; AID 588473; HEK293 CRF-R2/CRF-BP, calcium dye fluorescence (FLIPR); percent of saturating CRF peptide response; 350,000 tested, 0.46% active;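 active means activation of at least 50%, plus an integration ratio under a set limit after plate pattern correction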;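 further: plate controls were neutral control wells without compound for no effect and CRF at EC100 for full effect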
# GalR3 antag: blocks the human galanin receptor 3; AID 651719; 360,000 tested, 0.44% active; O60755; inhibition, % at 3 µM; HEK293 GalR3-CNG cAMP membrane potential fluorescence; galR3 body fused to GalR1 C-terminus;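 active means inhibition above the screen-wide average plus 3 SD, cut at about 13% in these data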;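 further: forskolin and galanin both at EC90 stimulate the cells; cAMP rise reported by CNG channel membrane potential dye signal; 0% = forskolin plus galanin with DMSO and 100% = forskolin alone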
# Target sequence (O60755 1-299 limits assumed): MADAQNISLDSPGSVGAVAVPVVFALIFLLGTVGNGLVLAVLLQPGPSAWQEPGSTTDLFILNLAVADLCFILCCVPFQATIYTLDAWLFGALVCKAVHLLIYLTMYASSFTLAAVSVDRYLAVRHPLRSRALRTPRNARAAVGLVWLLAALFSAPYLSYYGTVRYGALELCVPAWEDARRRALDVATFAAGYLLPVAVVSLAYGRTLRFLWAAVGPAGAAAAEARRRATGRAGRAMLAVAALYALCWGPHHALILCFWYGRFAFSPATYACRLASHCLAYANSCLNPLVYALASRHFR
# MEKK3 PB1 HTS: MEKK3-MEK5 PB1 interaction, increase or decrease. Q99759. bead-based flow cytometry, Alexa488-MEK5 binding to MEKK3; actives lie on both sides; 0 = blocked by unlabeled MEK5, 100 = vehicle. binding response (% of control), % at 10 µM. 290,000 tested, 1.4% active;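 active means binding response more than 3 SD above or below the average of its plate-row segment, actives on both sides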;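 further: Alexa488 bead fluorescence after subtracting the streptavidin-only scavenger bead signal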
# Target sequence (Q99759 whole entry, looked up): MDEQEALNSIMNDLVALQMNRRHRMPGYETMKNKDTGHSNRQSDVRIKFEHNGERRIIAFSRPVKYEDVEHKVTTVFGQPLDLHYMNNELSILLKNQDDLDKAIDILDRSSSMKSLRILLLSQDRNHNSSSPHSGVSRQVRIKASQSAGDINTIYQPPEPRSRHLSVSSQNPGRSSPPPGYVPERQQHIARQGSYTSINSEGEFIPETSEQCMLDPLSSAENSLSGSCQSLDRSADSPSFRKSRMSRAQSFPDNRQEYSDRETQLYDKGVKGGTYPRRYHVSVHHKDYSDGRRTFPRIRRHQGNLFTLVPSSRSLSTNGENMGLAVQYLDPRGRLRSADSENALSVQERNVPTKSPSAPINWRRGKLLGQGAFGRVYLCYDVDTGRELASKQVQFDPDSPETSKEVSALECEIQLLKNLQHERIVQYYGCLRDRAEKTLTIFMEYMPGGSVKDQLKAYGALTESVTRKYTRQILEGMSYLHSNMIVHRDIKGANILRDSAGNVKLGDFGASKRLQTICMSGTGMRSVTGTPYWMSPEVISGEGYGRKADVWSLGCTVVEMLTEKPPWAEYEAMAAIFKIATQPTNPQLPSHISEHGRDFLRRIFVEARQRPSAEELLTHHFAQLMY
# HCV NS3 hel inh: inhibitors of Hepatitis C virus NS3 helicase; inhibition, % at 10.9 µM; 290,000 tested, 0.56% active; AID 1800; NS3 helicase DNA unwinding, Cy5 molecular beacon fluorescence;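 active means inhibition above the mean of all tested compounds plus 3 SD, set per campaign, cut at about 35% in these data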;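 further: 0% = DMSO wells and 100% = thioflavine S control wells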
#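 System: HCV NS3 helicase fragment; control set: DMSO and thioflavine S; technique: Cy5 fluorescence at 0 and 60 min, beacon hairpin quenching; reagent: beacon DNA duplex substrate plus ATP; replicates: singlicate; schedule: 1 h reaction at 25 °C, ATP-initiated; medium: MOPS buffer pH 6.5 with MgCl2, DTT, Tween20, BSA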
# Starred values were filed as active, the others as inactive; . = no result given; [ ] = another dose, or the depositor's remark. Some of the compounds tested; rates above refer to the full screens.
SMILES,MEKK2 WT-MEK5,CRFBP-R2 block,FID counter,UBC9 SUMO inh,MEKK2mut PB1 HTS,CRFR2-BP ag,GalR3 antag,MEKK3 PB1 HTS,HCV NS3 hel inh
Cc1csc(SCC(=O)Nc2nc3ccccc3s2)n1,97,-5,-11,0,-6,-0.2,-1,98,15
CC(Sc1ccccc1)C(=O)N1CCN(S(=O)(=O)c2ccccc2C(F)(F)F)CC1 (stereo unspecified),103,-1,-46,-13,-2,-0.4,-6,100,-13
CSc1ccccc1C(=O)N1CCCC(CCC(=O)NCc2ccc(F)c(F)c2)C1 (stereo unspecified),99,18,-51,-4,4,-5.5,-2,98,2
CCOC(=O)c1cc2c(=O)n3ccccc3nc2n(CC(C)C)c1=NC(=O)c1c(-c2c(F)cccc2Cl)noc1C,93,-13,-3,15,-3,1.9,-5,94,4
Cc1ccc2nc(-c3ccccc3)cc(C(=O)NCC3CCCO3)c2c1 (stereo unspecified),109,-13,-26,10,14,-2.3,-4,113,-2
S=c1[nH]nc(-c2ccc(Br)cc2)n1Cc1ccccc1,95,-13,-10,2,-2,0.5,-6,102,-4
Cc1ccc(C(=O)Nc2ncc([N+](=O)[O-])s2)cc1,104,19,9,6,17,58*,-12,106,14
COc1ccc(C2/C=C\CN(C(=O)C3CCCC3)[C@H](Cc3ccccc3)C(=O)N2Cc2ccc(F)cc2)cc1 (stereo partly specified),151*,11,.,-9,1,5.5,-9,133*,.
COc1cc2c(cc1OC)CN(C(=O)CSc1nc(C)cc(C)c1C#N)CC2,106,15,-7,24,5,-0.4,-7,108,0
CN(C(=O)CCn1c(=S)oc2ccccc21)c1ccc(F)cc1,112,7,-23,6,0,-0.6,-4,115,-1
CC(=O)Nc1ccc(NC(=O)CSc2nnc(COc3ccccc3C)n2CC2CCCO2)cc1 (stereo unspecified),107,7,-40,13,-2,-1.5,-6,113,-3
COc1cc(/C=N/Nc2nn3cnnc3c3ccccc23)cc(OC)c1OC,102,-1,-18,-2,-3,-4.1,-3,94,-1
Cc1ccc(/C=N\NC(=O)Cn2c(C)nc3ccccc32)o1,104,5,-9,12,3,-1.6,-7,101,-7
C=CCn1c(COc2ccc(CC)cc2)nnc1SC/C(O)=C(\C#N)c1nc2ccccc2[nH]1,99,-39,-12,14,-1,8.5,4,98,1
CCN(CC)C(=O)CSc1nc2ccccc2c(=O)n1CC1CCCCC1,102,-13,-28,-13,11,1.9,-7,101,6
Cc1cccc(CN2CCN(Cc3ccc4nonc4c3)CC2CCO)n1 (stereo unspecified),98,0,-4,1,-2,2.2,1,96,-2
CCCN1C(=O)CC(C(=O)OC)=C1C,115,13,-5,11,6,0.7,-4,109,-9
CC1=CCC(C(=O)O)C(C(=O)NC2CCCCC2)C1 (stereo unspecified),97,4,-8,18,-2,-0.5,-8,102,0
O=C(CCCNS(=O)(=O)c1cccc2nsnc12)NCc1ccccc1,94,0,-2,2,4,-1.1,4,99,1
O=C(NCc1ccccc1Cl)C(=O)c1c[nH]c2ccccc12,99,9,0,-11,-3,0.6,-5,101,-18

# Reprinted at random: five compounds from above, in no set order.
SMILES,MEKK2 WT-MEK5,CRFBP-R2 block,FID counter,UBC9 SUMO inh,MEKK2mut PB1 HTS,CRFR2-BP ag,GalR3 antag,MEKK3 PB1 HTS,HCV NS3 hel inh
COc1cc(/C=N/Nc2nn3cnnc3c3ccccc23)cc(OC)c1OC,102,-1,-18,-2,-3,-4.1,-3,94,-1
CN(C(=O)CCn1c(=S)oc2ccccc21)c1ccc(F)cc1,112,7,-23,6,0,-0.6,-4,115,-1
O=C(NCc1ccccc1Cl)C(=O)c1c[nH]c2ccccc12,99,9,0,-11,-3,0.6,-5,101,-18
Cc1cccc(CN2CCN(Cc3ccc4nonc4c3)CC2CCO)n1 (stereo unspecified),98,0,-4,1,-2,2.2,1,96,-2
CSc1ccccc1C(=O)N1CCCC(CCC(=O)NCc2ccc(F)c(F)c2)C1 (stereo unspecified),99,18,-51,-4,4,-5.5,-2,98,2

# Printed as active in MEKK3 PB1 HTS, among the entries above:
SMILES,MEKK2 WT-MEK5,CRFBP-R2 block,UBC9 SUMO inh,MEKK2mut PB1 HTS,CRFR2-BP ag,GalR3 antag,MEKK3 PB1 HTS,HCV NS3 hel inh
COc1ccc(C2/C=C\CN(C(=O)C3CCCC3)[C@H](Cc3ccccc3)C(=O)N2Cc2ccc(F)cc2)cc1 (stereo partly specified),151*,11,-9,1,5.5,-9,133*,.

# Continuation.
SMILES,MEKK2 WT-MEK5,CRFBP-R2 block,FID counter,UBC9 SUMO inh,MEKK2mut PB1 HTS,CRFR2-BP ag,GalR3 antag,MEKK3 PB1 HTS,HCV NS3 hel inh
COc1cc(C(=O)NCCNc2nc3cc(C)ccc3cc2C#N)cc(OC)c1OC,111,2,-36,10,15,0.3,-8,109,-1
CSc1ccccc1C(=O)N1CCN(c2ncccn2)CC1,98,-1,-15,21,-2,0.0,-7,99,10
Cc1c(NC(=O)C(C)N2C(=O)c3ccccc3C2=O)c(=O)n(-c2ccccc2)n1C (stereo unspecified),100,15,4,16,-1,-2.1,1,95,1
Cc1nnc(SCC(=O)NCc2ccc(F)cc2)[nH]c1=O,101,-2,1,4,0,-1.2,-1,108,-8
Cc1ccc(-c2nnn(CC(=O)N(CCCO)C(C(=O)NC3CCCC3)c3ccc(Cl)cc3)n2)o1 (stereo unspecified),99,8,-43,15,1,-1.0,-2,102,10
CSC1=NCCN1S(=O)(=O)c1ccc(C)cc1,83,7,-10,27,-13,0.1,-5,99,-6
Cc1ccc(N(CC(=O)NCCSc2nc3ccccc3s2)S(=O)(=O)c2ccccc2)c(C)c1,105,-39,-29,-12,0,-0.7,-5,150*,-22
CCc1cc2c(=O)c(-c3ccc4c(c3)OCCO4)c(C)oc2cc1OS(C)(=O)=O,104,-38,-32,-4,12,1.5,-3,102,-14
CS(=O)(=O)N(CC(=O)NCc1ccncc1)c1ccc(F)c(Cl)c1,107,-5,1,6,1,-3.0,0,100,-7
CC1CCN(S(=O)(=O)c2ccc(NC(=S)NC(=O)c3ccc(Cl)cc3)cc2)CC1,99,16,-1,0,2,0.8,0,102,0
C=C1CCC[C@]2(C)C[C@H]3OC(=O)C(CNC(C)CCCC(C)C)[C@H]3CC12 (stereo partly specified),138*,-39,-5,4,17,6.8,-13,109,-47
O=c1[nH]c(=S)[nH]cc1S(=O)(=O)c1cccc(Cl)c1,97,-9,-15,-2,-9,2.7,-4,98,6
O=C(NC(c1ccccc1)c1ccccc1)C1CCCN(S(=O)(=O)c2cnc[nH]2)C1 (stereo unspecified),112,1,-8,-14,6,0.8,-1,116,5
CC(=O)Nc1nonc1NC(C)=O,3.0*[inhibitor],-10,-2,-1,-15,0.7,-3,2.0*[inhibitor],-4
O=C(NC(=S)Nc1ccc(S(=O)(=O)N2CCOCC2)cc1)c1ccccc1[N+](=O)[O-],102,3,2,-19,0,-1.6,-4,107,-3
CNS(=O)(=O)c1ccc(NC(=O)c2ccoc2C)cc1,94,0,-2,10,-5,-2.4,-6,104,-11
CCOC(=O)CSc1nnc(NC(=O)c2cc([N+](=O)[O-])cc([N+](=O)[O-])c2)s1,97,26,-8,22,-2,1.1,0,104,14
O=C(Nc1nccs1)c1ccc(-c2ccc(Cl)cc2)o1,3.0*[inhibitor],-14,-9,15,-26,-1.5,-10,3.0*[inhibitor],-27
Cc1ccc(S(=O)(=O)C2(C(=O)NCc3ccccc3Cl)CC2)cc1,106,-2,-17,-20,10,-0.3,10,111,-9
O=C(Nc1cccc(-c2nc3ncccc3o2)c1)c1cc2ccccc2o1,110,-1,-15,-1,5,-0.4,-6,109,-5
CN1CCN(C(=S)SCc2nc(N)nc(Nc3ccc(F)cc3)n2)CC1,82,-10,10,-2,-7,1.8,-5,77,-16
O=C(COc1ccc(Cl)cc1)NCc1nnc(SCC(=O)NCCc2ccccc2)o1,114,10,-15,16,4,-1.7,-3,108,-8
COCCNC(=O)CN(c1cc(Cl)ccc1OC)S(=O)(=O)c1ccc(C)c([N+](=O)[O-])c1,104,1,-20,37,0,-2.4,-3,128*,4
COc1cccc(N(CC(=O)NC2CCCCC2)C(=O)c2snc(C(N)=O)c2N)c1,108,-17,-28,16,12,0.1,-6,105,-16
Cn1sc(NC(=O)c2ccccc2)nc1=O,105,-2,1,10,3,-0.9,-1,102,-2
CCOc1ccc(S(=O)(=O)Nc2ccc(F)cc2)c(C)c1C,94,24,-12,-17,-7,-1.2,-5,98,-7
Cc1occc1C(=O)NNC(=O)c1ccccc1C(=O)O,95,-6,2,14,-7,2.1,-5,98,-15
COc1ccc(-c2cc(C(F)(F)F)nc(-n3cc(Cl)cn3)n2)cc1,90,-32,-5,0,-7,3.4,-3,97,-1
c1ccc(-c2nn[nH]n2)cc1,103,-5,2,15,-6,-1.2,0,93,-3
COc1ccc(/C=N/NC(=O)Cc2cc(OC)c(OC)cc2[N+](=O)[O-])cc1,116,15,-12,9,13,-3.8,-7,100,-12
COc1ccc(NC(=O)c2ccc(N3C(=O)C4CC=C(Cl)CC4C3=O)cc2)cc1 (stereo unspecified),110,7,-24,26,8,1.8,-7,103,-3
O=[N+]([O-])c1ccc(NCc2ccccc2)nc1,109,42,-2,6,4,-1.3,0,111,17
O=C1c2ccccc2C(Nc2ccc3c(c2)OCCO3)N1Cc1ccco1 (stereo unspecified),98,-16,-22,0,-3,-3.3,-1,98,-4
Cc1ccc(C(=O)NC(=S)Nc2ccccc2N2CCCC2)cc1[N+](=O)[O-],96,-16,-2,7,-3,2.2,-8,98,-6
C=CCSc1nc(N)c(C(=O)Nc2ccccc2OC)cc1C(=O)Nc1ccccc1,95,-9,-8,16,2,0.2,-5,95,-2
CCCCCc1nc2c(=O)[nH]c3ccccc3c2o1,104,18,2,16,3,-1.1,-6,108,-2
Cc1cc(-c2ccccc2)nc2[n+]1CCN2C,90,-5,1,-5,-4,5.0,-10,87,-5
CC(C)CC(=O)Nc1cccc(-c2nc3ccccc3[nH]2)c1,85,4,-3,24,-19,-4.3,-5,86,5
CC(=O)Oc1ccc(C(=O)Nc2cccc(C(=O)NC(C)(C)C)c2)cc1,97,12,-14,-14,-2,-1.8,-8,108,5
Cc1nc(Nc2ccc3c(c2)OCCO3)c2oc3ccccc3c2n1,100,14,-22,26,1,0.3,-3,100,20
O=C(COc1ccccc1/C=C\c1[nH]c(=O)[nH]c(=O)c1[N+](=O)[O-])Nc1ccccc1,101,-8,-2,0,8,-0.7,-4,105,21
O=S(=O)(c1ccc(Cl)cc1)N(CCCN1CCOCC1)Cc1cccs1,100,-9,9,20,-1,0.8,-6,101,-33
Cc1ccc(C(=O)NCCN2C3=NC[C@H](Cc4ccc(O)cc4)N3C[C@H]2Cc2ccc(O)cc2)cc1Br,143*,16,.,-7,13,-5.5,-2,106,.
CC(C)[C@H](NC(=O)Cc1ccccc1)C(=O)OCc1cc(=O)n2c(n1)sc1ccccc12,95,-1,-9,19,12,-4.2,3,102,11
O=C(O)CCCCCN=Cc1c(O)c2ccccc2oc1=O,112,12,-6,5,-1,0.4,-6,123,-7
COc1cc(COCC(O)CN2CCN(CCN3C(=O)c4cccc5cccc(c45)C3=O)CC2)cc(OC)c1OC (stereo unspecified),95,-9,7,-5,-3,-2.1,-7,91,-16
Cc1ccc(-n2nc(C)c3c(C)c(CCC(=O)O)c(C)nc32)cc1,104,1,-22,23,0,0.2,-7,101,4
Nc1nnc(SCCCOc2ccc(F)cc2)s1,98,0,-10,10,-1,0.8,-3,100,6
CCOC(=O)Nc1nn(-c2ccc(C)cc2)c(=O)c(C#N)c1C,88,6,2,-4,-9,0.5,-8,93,3
COc1ccccc1OCCSc1nnc(C)n1-c1ccccc1,107,-6,-22,-1,3,0.2,-2,101,0
